Source: PubChem
UBC9 SUMO inh: inhibitors of in vitro SUMOylation cascade, primary screen, biochemical, HTRF, uHTS. HTRF SUMOylation assay, SAE1/SAE2 + UBC9. inhibition, % at 35 µM. hit rate 0.36% among 290,000; in the data active = inhibition above about 50%, passing the limit was not always enough; note: strong numbers were not always called active
IMP-1 inhibitor: IMP-1 metallo-beta-lactamase inhibitors, primary screen, biochemical, epi-absorbance readout, Pseudomonas aeruginosa enzyme; hit rate 0.45% among 290,000; inhibition, % at 5.6 µM; purified IMP-1, nitrocefin hydrolysis, epi-absorbance fluorescence;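 active = inhibition above the mean plus 3 SD of all compounds in the same screening run, cut at about 4.5% in these data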;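 note: 0% = IMP-1 with DMSO and 100% = DMSO wells lacking enzyme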
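System: purified recombinant IMP-1 beta-lactamase. Medium: Zinc- and detergent-supplemented HEPES buffer, pH 7.1. Compound: one 5.6 µM dose […]. Schedule: 15 min preincubation plus 25 min reaction at 25 °C. Technique: Epi-absorbance fluorescence, 480 nm excitation, 530 nm emission.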
VIM-2 inhibitor: VIM-2 metallo-beta-lactamase inhibitors, primary screen, biochemical, epi-absorbance readout, Pseudomonas aeruginosa enzyme. purified VIM-2, nitrocefin hydrolysis, epi-absorbance fluorescence. inhibition, % at 5.6 µM. hit rate 0.89% among 290,000;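 active = inhibition above the mean of all tested compounds plus 3 SD, cutoff set per screening run, cut at about 7.5% in these data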;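 note: red hydrolysis product quenches plate fluorescence so inhibitors raise well fluorescence; 0% = enzyme with DMSO and 100% = DMSO without enzyme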
pCIP destab: p/CIP-EGFP fusion destabilizers, primary screen, fluorescence, F442A cells. Q05BA5. 16 h. decrease of EGFP signal, % at 10 µM. hit rate 0.01% among 290,000. AID 1984, 2009;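 active = EGFP signal decrease of at least 30% at 10 µM or well 3 SD below plate mean, unless failing retest; inactive = the rest, including hits failing retest or dose response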; note: some compounds called inactive have numbers as strong as hits; many of its hits are not listed in these tables
IDE act: human IDE activators in live cells, primary screen, fluorescence polarization, HEK cells, FAbeta-B substrate. activation, % at 5.96 µM. FAbeta-B cleavage; 0% vehicle, 100% cell-free pure enzyme wells. Insulin-degrading enzyme (Homo sapiens), P14735. hit rate 0.073% among 340,000. AID 493087, 2011;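 active = activation above the mean of all tested compounds plus 3 SD, set per screening campaign, cut at about 17% in these data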
PfM18AAP inh: PfM18AAP inhibitors, malaria aminopeptidase, primary screen, biochemical, QFRET, recombinant enzyme | H-Glu-NHMec fluorogenic cleavage | M18 aspartyl aminopeptidase (Plasmodium falciparum 3D7) | AID 1822, 2009 | hit rate 1.2% among 290,000 | inhibition, % at 7.35 µM;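 active = inhibition above the campaign mean inhibition over all tested compounds plus 3 SD, cut at about 28% in these data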;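 note: 0% = plate median of test compound wells and 100% = 2 mM ZnCl2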
IDE inh: human IDE inhibitors in live cells, primary screen, fluorescence polarization, HEK cells, FAbetaB substrate; Insulin-degrading enzyme (Homo sapiens), P14735; FAbetaB cleavage; inhibition, % at 5.59 µM; hit rate 0.41% among 320,000; AID 434962, 2010;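 active = percent inhibition above the average of all tested compounds plus 3 SD, set per screening campaign, cut at about 16% in these data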;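 note: IDE supplied by intact live HEK cells; FP after avidin binding of uncleaved biotin substrate so inhibition keeps polarization high; 0% = DMSO wells and 100% = 60 µM reference IDE inhibitor Ii1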
DNA FID counter: compounds displacing fluorescent DNA intercalator, primary screen, artefact control for HCV NS3 helicase inhibitor project, biochemical, FID fluorescence. AID 1845, 2009. hit rate 0.17% among 290,000. inhibition, % at 7.9 µM. DNA fluorescent intercalator displacement; in the data active = inhibition above about 37%;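 note: 0% = vehicle and 100% = reference compound; higher means more ethidium bromide displaced from hairpin DNA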
HCV NS3 hel inh: inhibitors of HCV NS3 helicase, primary screen, biochemical, Cy5 molecular beacon fluorescence; NS3 helicase DNA unwinding; inhibition, % at 10.9 µM; hit rate 0.56% among 290,000; AID 1800, 2009;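 active = inhibition above the mean of all tested compounds plus 3 SD, set per campaign, cut at about 35% in these data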;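 note: 0% = DMSO wells and 100% = thioflavine S control wells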
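Test system: hepatitis C virus NS3 helicase domain fragment enzyme. Also added: annealed dual-labelled DNA beacon duplex, ATP-started. Timing: 60 min unwinding reaction at 25 °C after ATP addition. Technique: Cy5 fluorescence. Measure: % inhibition of unwinding.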
Active calls of the source: *; nt = no result given.

SMILES	UBC9 SUMO inh	IMP-1 inhibitor	VIM-2 inhibitor	pCIP destab	IDE act	PfM18AAP inh	IDE inh	DNA FID counter	HCV NS3 hel inh
O=C(NCc1cccnc1)C1CCCN(Cc2cnn(-c3ccccc3)c2-n2cccc2)C1 (configuration not stated)	-5.6	-3.6	-1.9	2.4	-1.1	7.1	-1.4	7.6	2.3
COc1ccc(NC(=O)CCCNC(=O)Cn2cnc3sc(C)c(C)c3c2=O)cc1OC	5.2	-1.7	-3.7	-10.3	-3.1	8.4	3.5	-26.2	17.8
COc1ccc(CCNC(=O)CN2CCN(c3cccc(Cl)c3)CC2)cc1OC	17.7	-1.7	-2.9	2.2	1.2	-1.6	1.9	-29.4	-4.7
O=c1[nH]c2ccc(NC(=S)Nc3ccc(Cl)cc3Cl)cc2[nH]1	-3.1	-3.8	-3.1	4.4	6.2	-11.3	-9.4	2.5	-7.8
CCOC(=O)N1CCC(NC(=O)CCc2ccccc2)CC1	-9.9	-1.5	-1.6	9.1	5.0	3.2	0.3	-10.2	8.6
O=C(NCc1ccco1)c1cccc(N2CCCC2=O)c1	8.0	-3.9	-3.9	2.0	5.3	13.6	3.3	-7.6	2.7
C/C(N)=C(/C#N)C(=O)CSc1nc2ccccc2n1CC(C)C	24.5	-1.4	-0.1	1.2	6.7	-1.7	-1.5	-8.5	3.2
O=C(CSc1nnc(Cc2ccc(Cl)cc2)o1)Nc1ccccc1	17.1	0.0	-0.8	-1.5	0.8	2.5	5.5	-11.3	1.7
COc1ccc(CNC(=O)c2ccc(Br)s2)cc1OC	0.1	-5.0	-1.6	-10.1	-2.1	1.3	-4.7	-9.5	1.1
Cc1cccc[n+]1CC(=O)c1ccc(Cl)cc1	nt	-5.1	-1.8	nt	3.0	5.3	6.2	-8.7	10.9
CCN1C(=O)CC(N2CCOCC2)C1=O (configuration not stated)	18.9	1.0	0.1	-1.2	0.8	6.9	-4.9	3.5	5.8
CN(C)S(=O)(=O)N1CCN(c2ccnc3cc(Cl)ccc23)CC1	14.2	-2.4	1.5	-2.8	-19.1	0.3	11.2	-10.6	-6.4
CCOC(=O)C[N+](CC)(CC)CC#Cc1ccccc1	-1.7	-1.5	-1.9	6.5	4.0	1.0	-1.1	1.2	12.9
Cc1nc2cc(NC(=O)NCc3ccccc3)ccc2o1	-16.5	0.2	-1.9	17.4	4.2	-16.1	1.9	-0.6	11.6
O=C(c1nc2nc(-c3cccs3)cc(C(F)(F)F)n2n1)N1CCN(Cc2ccccc2)CC1	43.5	-3.4	-0.4	-15.4	2.7	0.1	2.8	-23.7	-1.1
CC(=O)c1cc(C(=O)N2CCc3c([nH]c4ccccc34)C2C2CCCCC2)[nH]n1 (configuration not stated)	-9.6	-1.4	-3.7	-3.0	6.0	-1.7	-2.1	-20.6	-5.7
CN(C)c1ccc(CN(C(=O)c2ccco2)C2CCS(=O)(=O)C2)cc1 (configuration not stated)	20.6	-3.9	0.3	-20.8	3.1	20.2	-3.3	-4.6	-2.6
N#Cc1cccc2c1-c1ccccc1/C2=N/NC(N)=O	10.4	-3.5	10.4*	3.5	4.5	-2.4	5.0	-5.0	3.6
COc1cc(C(=O)NNC(=S)NC(=O)c2ccc(F)cc2)cc(OC)c1OC	10.8	-1.6	-1.3	-3.5	6.5	-5.0	4.8	-20.9	-3.0
Cc1ccc(NC(=O)CN2CCCC2)c2c1CC(C)(C)O2	23.7	-3.2	-1.7	-11.0	2.6	-0.3	-2.7	1.4	5.2
COc1ccc2c(c1OC)C(=O)OC2CC(=O)c1ccc2c(c1)OCO2 (configuration not stated)	1.2	2.1	-0.8	-8.5	2.9	3.1	0.7	-7.5	-5.7
Cc1cnc(NC(=O)CCNC(=O)c2ccccc2Cl)s1	4.7	-0.8	1.8	-10.0	2.8	-3.9	6.4	-0.7	-2.0
O=C(Nc1nc2cc3c(cc2s1)OCO3)c1ccc(N2C(=O)CCC2=O)cc1	20.8	-0.2	-0.3	-9.9	3.8	-10.8	-1.7	-4.5	-0.3
CCC1COC(c2cccn2Cc2ccccc2Cl)=N1 (configuration not stated)	-5.3	-2.5	-2.9	7.6	-0.7	-4.5	-5.3	-3.7	7.9
CCOC(=O)c1cc2sc(C)cc2n1CC(=O)Nc1cccc(C)c1C	10.3	-0.5	-1.5	-5.5	2.9	-11.1	4.2	-2.5	3.6
Carrying on:
SMILES	UBC9 SUMO inh	IMP-1 inhibitor	VIM-2 inhibitor	pCIP destab	IDE act	PfM18AAP inh	IDE inh	DNA FID counter	HCV NS3 hel inh
CCC1S/C(=C(\C#N)C(=O)NCc2ccco2)N(c2ccc(F)cc2)C1=O (configuration not stated)	14.1	-0.1	-3.8	-11.2	-1.7	12.1	1.0	-16.8	15.3
CCN1CCCC1CNCc1ccc(Cl)cc1Cl (configuration not stated)	-3.3	-1.7	-0.7	-0.9	4.7	2.1	0.7	11.8	2.9
O=C(CN1CCN(Cc2ccc(Cl)cc2)C1=O)NCCN1CCCC1	15.7	-2.9	-1.2	-1.9	8.1	-0.9	3.8	-4.7	-10.0
COc1ccc(C(=O)Nc2ccc3nc(C)c(C)nc3c2)cc1	11.9	-4.4	-5.3	6.6	1.6	-2.7	7.7	-17.9	6.3
O=C(NCc1ccccc1)NC1(C(=O)N2CCCC2)CCCCC1	2.9	-1.8	-2.9	2.8	-0.1	5.4	3.8	-4.2	-1.8
COc1ccc(CNC(=O)C2CSC(c3ccc(OC)cc3)N2C(C)=O)cc1 (configuration not stated)	18.5	-4.3	0.1	-17.2	7.4	7.4	-4.1	-20.7	-2.6
COc1ccccc1OCc1nnc(SCC(=O)Nc2nnc(C3CC3)s2)n1C	11.2	-1.6	-0.7	-0.1	4.2	-9.8	-1.3	-30.0	-10.8
CC(=O)c1cn(CCOc2ccccc2C)c2ccccc12	-10.9	-5.2	-2.4	-13.0	-2.8	0.1	5.6	-28.6	-5.5
O=C(Nc1cccnc1)C1COc2ccccc2O1 (configuration not stated)	10.2	-1.5	0.4	-8.0	0.2	-2.1	1.3	-0.9	5.1
O=C(O)CCC(=O)N1N=C(c2ccccc2)CC1c1ccc(Br)cc1 (configuration not stated)	10.6	-1.2	-1.9	1.5	3.5	10.3	0.9	-35.3	14.4
C=C(C)C(=O)Oc1ccc(N2C(=O)[C@@H]3C4C=CC(C4)[C@@H]3C2=O)cc1	1.1	-1.5	0.4	-2.0	1.2	-7.8	-4.4	-14.0	11.0
CCCCC(CC)C(=O)Nc1cc(C(=O)NCc2ccc(C)cc2)ccc1N1CCC2(CC1)CC(c1ccccc1)=NO2 (configuration not stated)	9.8	-3.9	-2.6	-11.5	3.4	7.9	-0.5	-24.6	17.6
CN(Cc1cccs1)c1ncnc2sccc12	-0.4	-0.7	-0.3	-3.0	2.5	0.6	8.3	2.4	0.1
O=C(NCCCn1ccnc1)Nc1ccc(Cl)cc1Cl	16.1	-2.9	-0.6	-4.7	4.3	0.4	5.3	-4.8	5.0
COc1ccc(NC(=O)c2cc(S(=O)(=O)NCC3COc4ccccc4O3)ccc2F)cc1 (configuration not stated)	-9.3	-2.6	-1.0	-4.2	0.7	-2.2	6.0	-14.4	-5.9
O=C(CSc1nnc(-c2ccccc2)n1-c1ccc(Cl)cc1)NNC(=S)Nc1ccccc1	-96.8	-4.7	-2.9	-6.9	0.4	-2.7	3.2	-14.5	1.7
Nc1ccc(Cc2ccc(N)c(C(=O)O)c2)cc1C(=O)O	10.0	-1.7	1.1	-3.9	6.6	-4.0	1.5	-2.0	0.2
CCN(CC)CCOc1ccccc1C(C)=O	13.7	-1.9	-2.4	-1.2	2.5	-9.9	0.7	5.6	13.0
Cc1cccc(N2C(=O)/C(=C\c3ccc(OC(F)F)cc3)c3ccccc3C2=O)c1	-12.8	-2.4	-2.1	9.1	-2.7	2.2	3.5	-4.4	4.9
O=S(=O)(c1ccc(-c2nnc(SCc3nnc(-c4ccccc4)o3)o2)cc1)N1CCCC1	40.5	-2.2	-3.7	-8.6	1.7	-3.4	-2.3	-2.7	3.6
O=C(C[n+]1ccc(/C=N/O)cc1)N1CCCCC1	11.3	-3.8	-2.5	5.7	8.6	-5.3	-0.8	1.6	-15.9
COc1cc(/C=C2\SC(=S)N(CC(=O)Nc3ccc(O)cc3)C2=O)cc(OC)c1OC	27.8	-2.4	-3.8	8.4	4.0	20.9	nt	-11.0	-19.9
c1ccc(Oc2cccc(OCCCCN3CCCC3)c2)cc1	-7.6	-7.3	-0.6	1.7	1.1	1.7	1.3	25.3	-37.4
CCN(CC)c1ccc(C(=O)NC(=S)Nc2cc(S(=O)(=O)N3CCOCC3)ccc2-n2cncn2)cc1	16.2	-3.9	-3.9	-18.5	1.0	-1.7	-3.4	-3.5	-2.8
CCOc1ccc(C(CC(=O)O)NC(=O)CCCOc2ccc(Cl)cc2C)cc1 (configuration not stated)	31.2	-1.3	-3.7	-13.7	7.2	2.6	0.1	-33.0	28.4
CCSc1ncc(CO)c(N)n1	11.0	-0.7	-1.6	2.1	-0.2	-1.1	-4.4	-5.1	-11.3
O=C(NCC(=O)N(c1ccccc1F)C(C(=O)NC1CCCC1)c1ccco1)c1ccco1 (configuration not stated)	14.4	-2.8	-2.0	6.9	6.4	3.9	-0.7	-19.5	-0.9
Cc1ccc(OCC2Cn3c(nc4c3c(=O)[nH]c(=O)n4C)O2)cc1C (configuration not stated)	23.8	-2.7	-1.0	-1.2	2.4	3.3	1.6	-27.1	-3.2

Ordered by SMILES length (smallest number first): part of the list above
SMILES	UBC9 SUMO inh	IMP-1 inhibitor	VIM-2 inhibitor	pCIP destab	IDE act	PfM18AAP inh	IDE inh	DNA FID counter	HCV NS3 hel inh
CCSc1ncc(CO)c(N)n1	11.0	-0.7	-1.6	2.1	-0.2	-1.1	-4.4	-5.1	-11.3
Cc1cnc(NC(=O)CCNC(=O)c2ccccc2Cl)s1	4.7	-0.8	1.8	-10.0	2.8	-3.9	6.4	-0.7	-2.0
O=C(CSc1nnc(Cc2ccc(Cl)cc2)o1)Nc1ccccc1	17.1	0.0	-0.8	-1.5	0.8	2.5	5.5	-11.3	1.7
CCOc1ccc(C(CC(=O)O)NC(=O)CCCOc2ccc(Cl)cc2C)cc1 (configuration not stated)	31.2	-1.3	-3.7	-13.7	7.2	2.6	0.1	-33.0	28.4
CCC1S/C(=C(\C#N)C(=O)NCc2ccco2)N(c2ccc(F)cc2)C1=O (configuration not stated)	14.1	-0.1	-3.8	-11.2	-1.7	12.1	1.0	-16.8	15.3
COc1ccc(NC(=O)CCCNC(=O)Cn2cnc3sc(C)c(C)c3c2=O)cc1OC	5.2	-1.7	-3.7	-10.3	-3.1	8.4	3.5	-26.2	17.8
O=C(NCC(=O)N(c1ccccc1F)C(C(=O)NC1CCCC1)c1ccco1)c1ccco1 (configuration not stated)	14.4	-2.8	-2.0	6.9	6.4	3.9	-0.7	-19.5	-0.9
